High-throughput results as filed in PubChem BioAssay.
ELG1 repair inh: blocks ELG1-dependent DNA repair in HEK293T cells. AID 504467. actives 2.3% (n = 330,000). HEK293T ELG1-luciferase reporter, luminescence, 16 h; DNA damage induced by 5-fluorouridine. Potency, µM (highest dose often 46.1 µM), without a hit: top-dose activity change, negative = inhibition, hits mostly inhibitors; further: potency means the concentration at half of the fitted maximal effect; on the % scale 0 is the no-effect control and ±100 the full control effect; nearly all actives have a fitted effect of over 55% in size
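Overnight (16 hr) co-exposure of 2,000 cells/well to 5-fluorouridine and compound at 37 °C preceded detection. Luciferase was quantified via ONE-Glo luminescence; loss of signal denotes inhibition.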
PKM2 activator: increases activity of human pyruvate kinase M2; AID 1631; purified PKM2, Kinase-Glo ATP luminescence, activation; response scale: 0% is enzyme alone, no compound; P14618; Potency, µM (doses to about 57.5 µM), for the others: at the highest dose activation, usual class: activators; actives 0.34% (n = 260,000); further: potency means the concentration at half of the fitted maximal effect; on the % scale 0 is the no-effect control and ±100 the full control effect; nearly all actives have a fitted effect of over 55% in size
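hPK-M2, >95% pure; 0.1 mM ADP / 0.5 mM PEP final; imidazole pH7.2 buffer w/ 7 mM MgCl2, 50 mM KCl; 1 h RT; Kinase-Glo lum. Intermediate enzyme activity for dual inhibitor/activator qHTS.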
NPC1 prom act: activators of NPC1 promoter; Huh7 NPC1 promoter luciferase reporter, 24 h; Potency, µM (doses to about 9.22 µM), inactives show at the top dose activation, actives largely listed as activators; actives 2.4% (n = 320,000); AID 485313;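 further: potency means the concentration at half of the fitted maximal effect; % of control where 0% means no effect; nearly all actives have a fitted effect of over 60% in size; reporter is driven by a mutant NPC1 promoter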
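Luminescence read-out of NPC1 promoter-driven luciferase in stably transfected Huh7 cells; compounds delivered in DMSO and left 24 h at 37C, 5% CO2, qHTS titration format.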
VP16 counter: Gal4-VP16 reporter inhibition counter-screen. actives 3.5% (n = 310,000). AID 2546. Potency, µM (titrated, usually from 53.6 µM), for the others: at the top dose activity, negative = inhibition, most hits filed as inhibitors. Drosophila S2 Gal4-VP16 UAS-luciferase, luminescence, 20 h;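 further: Gal4-VP16 expression switched on by copper sulfate through the metallothionein promoter; potency means the concentration at half of the fitted maximal effect; on the % scale 0 is the no-effect control and ±100 the full control effect; nearly all actives have a fitted effect of over 50% in size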
KCNH2 3.1 inh: inhibitors of human KCNH2 3.1 potassium channel isoform; U2OS KCNH2 3.1, thallium flux FluxOr; active compounds read low; AID 720553; actives 0.95% (n = 340,000); activity change, % (tested at about 1.8 µM);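 active means maximum activity change below -70%; inconclusive means maximum activity change from -70% to -50%; inactive means maximum activity change above -50%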;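 further: thallium influx rate constant from kinetic fluorescence after stimulation buffer; on the % scale 0 is the no-effect control and ±100 the full control effect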
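FluxOr-based Tl+ influx in U2OS cells transduced with KCNH2 3.1 virus; rate constants normalized to DMSO controls.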
Mito fusion yeast: inhibitors of mitochondrial division or activators of mitochondrial fusion; S. cerevisiae fusion-defective mutant growth rescue, CellTiterGlo 48 h; Potency, µM (highest dose often 46.1 µM), for the others: at the top dose growth rescue (activation), actives largely listed as activators; actives 0.23% (n = 320,000); AID 485298;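 further: potency means the concentration at half of the fitted maximal effect; % of control where 0% means no effect; nearly all actives have a fitted effect of over 45% in size; temperature-sensitive fusion mutants such as fzo1-1 at 37 °C on non-fermentable ethanol glycerol medium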
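Compounds are tested for their ability to restore growth of mitochondrial fusion-defective yeast strains at non-permissive 37C in YPEG medium over 48 hours. Viability is quantified by luciferase luminescence.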
RORgamma inh: blocks mouse ROR gamma transcriptional activity; P51450; Drosophila S2 Gal4-RORgamma UAS-luciferase reporter, 20 h; Potency, µM (highest dose often 53.6 µM), for inactives: top-dose activity change, negative = inhibition, most hits filed as inhibitors; actives 5.4% (n = 310,000); further: potency means the concentration at half of the fitted maximal effect; on the % scale 0 is the no-effect control and ±100 the full control effect; nearly all actives have a fitted effect of over 60% in size
Target sequence (P51450 whole entry, looked up, the tested form may be a part): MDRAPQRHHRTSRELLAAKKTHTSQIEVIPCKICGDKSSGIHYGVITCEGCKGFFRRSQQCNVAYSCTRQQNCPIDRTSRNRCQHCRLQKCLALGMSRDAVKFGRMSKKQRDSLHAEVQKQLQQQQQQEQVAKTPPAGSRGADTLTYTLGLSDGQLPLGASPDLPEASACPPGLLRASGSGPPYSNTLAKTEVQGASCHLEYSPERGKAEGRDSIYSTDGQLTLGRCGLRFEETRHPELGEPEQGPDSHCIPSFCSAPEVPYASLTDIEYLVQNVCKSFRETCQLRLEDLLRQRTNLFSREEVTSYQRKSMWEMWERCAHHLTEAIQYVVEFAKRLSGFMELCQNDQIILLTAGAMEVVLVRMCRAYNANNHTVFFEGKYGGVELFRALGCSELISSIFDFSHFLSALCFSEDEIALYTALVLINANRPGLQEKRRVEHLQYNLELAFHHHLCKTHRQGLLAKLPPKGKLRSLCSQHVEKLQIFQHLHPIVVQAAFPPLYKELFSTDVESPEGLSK
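Drosophila S2 cells stably expressing Gal4-DBD/mouse RORγ fusion under metallothionein promoter plus UAS-luciferase; compound 1 h, then 700 uM CuSO4 induction for 20 h at ambient temperature; inhibition read as reduced luminescence.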
MBNL1 CUG block: MBNL1-poly(CUG) RNA binding inhibition; Q9NR56; TR-FRET MBNL1-His/biotin-(CUG)12 binding, 665/545 ratio; Potency, µM (doses to about 57.5 µM), for inactives: at the top dose activity change, negative = inhibition, usual class: inhibitors; actives 0.036% (n = 280,000); AID 2675; active means well fitted inhibition curve with a large enough effect in the signal ratio, with a control signal flat, not every such curve was filed as active; inconclusive means small, poorly fitted or top-dose-only effect, or effect the other way, or a change in a side signal; inactive means no such curve, though single readings can be large or run the other way; the % refers to the signal ratio; further: potency means the concentration at half of the fitted maximal effect; on the % scale 0 is the no-effect control and ±100 the full control effect
Target sequence (Q9NR56 whole entry, looked up): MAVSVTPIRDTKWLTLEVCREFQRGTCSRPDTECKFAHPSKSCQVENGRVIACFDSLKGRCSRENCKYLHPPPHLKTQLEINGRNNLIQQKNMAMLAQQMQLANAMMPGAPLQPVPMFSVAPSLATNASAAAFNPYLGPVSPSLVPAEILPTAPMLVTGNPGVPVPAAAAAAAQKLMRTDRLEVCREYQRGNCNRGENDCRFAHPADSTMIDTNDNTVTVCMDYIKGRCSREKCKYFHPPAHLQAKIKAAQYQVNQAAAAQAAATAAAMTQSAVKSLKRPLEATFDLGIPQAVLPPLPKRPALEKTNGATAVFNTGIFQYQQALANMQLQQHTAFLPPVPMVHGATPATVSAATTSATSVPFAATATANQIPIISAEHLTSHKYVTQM
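MBNL1-His + Biotin-(CUG)12, cpd titration 92 nM–58 uM; Tb anti-His Ab 0.055 ng/ul, SA-XL665 5 nM (final); 60 min RT; ratiometric 665/545 nm, Ex 340 nm; normalized to buffer and full-complex controls.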
FLuc counter: firefly luciferase modulation, counter-screen for miR-21 project. purified FLuc, Km substrates, luminescence inhibition. actives 6.9% (n = 360,000). P08659. AID 588342. Potency, µM (top dose mostly 57.5 µM), inactives show top-dose activity change, negative = inhibition, actives largely listed as inhibitors;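 further: potency means the concentration at half of the fitted maximal effect; plate controls were vehicle for no effect and reference inhibitor for full effect; nearly all actives have a fitted effect of over 55% in size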
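Purified P. pyralis luciferase, 10 nM final, with Km-level 10 uM D-luciferin and 10 uM ATP in 50 mM Tris acetate pH 7.5, 10 mM Mg acetate, 0.01% Tween-20, 0.05% BSA; 6-point qHTS titration about 60 µM downward; luminescence read.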
Rab9 promoter act: activates the Rab9 promoter; Huh7 Rab9 promoter-luciferase reporter, luminescence, 24 h; Potency, µM (top dose mostly 9.22 µM), for inactives: top-dose activation, negative = inhibition, hits mostly activators; actives 2.8% (n = 320,000); further: potency means the concentration at half of the fitted maximal effect; % of control where 0% means no effect; nearly all actives have a fitted effect of over 60% in size
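Cell-based reporter: Huh7 stable for Rab9 promoter-driven luciferase, plated in reduced-serum medium with 10% FBS at 1500 cells/well, compound-treated 24 h at 37 °C, luminescence read after 10 min reagent.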
Menin MLL FP TR: menin-MLL binding inhibition, Texas Red mutant peptide; actives 0.23% (n = 270,000); Menin + Texas Red MLL mutant peptide, fluorescence polarization; O00255; Potency, µM (titrated, usually from 61.6 µM), without a hit: top-dose FP activity change, negative = inhibition, actives largely listed as inhibitors; AID 1768; active means well fitted inhibition curve with a large enough effect in the polarisation, with a control signal flat, not every such curve was filed as active; inconclusive means small, poorly fitted or top-dose-only effect, or effect the other way, or a change in a side signal; inactive means no such curve, though single readings can be large or run the other way; the % refers to the polarisation; further: potency means the concentration at half of the fitted maximal effect; % of control where 0% means no effect; many of its hits are not listed in these tables
An asterisk follows results filed as active; ? = inconclusive; . = not tested or not shown; & = joins results of further samples; [ ] = another dose, or the depositor's remark. Unless noted, the call rests on the fitted dose curve; in most records, active means well fitted curve in the direction sought with a large enough effect; inconclusive means small, poorly fitted or top-dose-only effect, or another doubt; inactive means no such curve, though single readings can be large; an effect the other way counts as inactive or inconclusive. These rows are one share of the data; rates above refer to the full screens.

SMILES	ELG1 repair inh	PKM2 activator	NPC1 prom act	VP16 counter	KCNH2 3.1 inh	Mito fusion yeast	RORgamma inh	MBNL1 CUG block	FLuc counter	Rab9 promoter act	Menin MLL FP TR
O=C(CN(Cc1ccccc1Cl)C(=O)c1csnn1)NC1CCCC1	2%	.	-2%	-6%	-2	1%	8%	0%	1%	-3%	.
Cc1ccc(CNC(=O)CCC(=O)N2CC(C)Oc3ccc(Cl)cc32)cc1 (centres undefined)	-1%	-1%	1%	-1%	-16	3%	28%	6%	3%	0%	2%
CCCCc1ccc(S(=O)(=O)NC2CCS(=O)(=O)C2)cc1 (centres undefined)	3.7µM*	-13%	-6%	?	-14	-5%	?	3%	-2%	-18%	.
CC(=O)c1cccc(OCC(O)CNCCOc2ccc(C)cc2)c1 (centres undefined)	2%	-12%	0%	2%	-3	-4%	5%	-5%	0%	-1%	-14%
Cc1cccc(NC(=O)C(C)n2cc([N+](=O)[O-])cn2)n1 (centres undefined)	3%	2%	0%	-12%	-4	-2%	1%	0%	1%	6%	13%
Cc1cc(CNC(=O)C2CCC(=O)N(Cc3cccc(C(F)(F)F)c3)C2)no1 (centres undefined)	?	-3%	3%	-10%	2	0%	9%	-4%	-1%	0%	-6%
Cc1ccc(N2CCN(C(=S)Nc3ccccc3)CC2)cc1	8%	1%	-7%	?	-9	2%	6.3µM*	-14%	-1%	-1%	3%
C=CCn1c(C)cc(-c2csc(NC(=O)CCc3nc4ccccc4c(=O)[nH]3)n2)c1C	?	.	-2%	.	-3	-2%	.	.	1%	-6%	.
CCN(CC)CCC(c1cc(OC)c(OC)c(OC)c1)c1c(OC)cc(OC)c2c(C)cc(=O)oc12 (centres undefined)	16%	11%	-3%	-14%&-5%	.	2%	19%&5%	0%	-1%	1%	-1%
C(=N\Nc1nc(Nc2ccccc2)nc(N2CCOCC2)n1)/c1c[nH]c2ccccc12	16µM*	-3%	-1%	-8%	0	-4%	-29%	19%	4.3µM*	-3%	?
O=C(CSc1nnc(-c2ccccn2)n1Cc1ccccc1)N1CCOCC1	-18%	-1%	0%	-2%	38	3%	-3%	-8%	1%	-3%	?
Cc1ccc(S(=O)(=O)NCCC(=O)N2CCCCC2)cc1	2%	1%	-2%	-15%	.	0%	9%	-3%	1%	6%	-6%
CCOC(=O)C1CCCN(C(=O)c2cccc(S(=O)(=O)N(C)c3ccc(C)cc3)c2)C1 (centres undefined)	0%	.	-7%	.	-1	6%	.	.	4%	-9%	.
COC(/C(=N/O)c1ccc(Cl)cc1)c1ccccc1 (centres undefined)	?	.	17%	4.5µM*	16	-30%	5.6µM*	0%	?	1%	?
O=C(CSc1nccn1-c1ccccc1)NCc1ccc2c(c1)OCO2	1%	-5%	-2%	-10%	-7	1%	?	-7%	-2%	1%	-5%
CCOc1c(Br)ccc2c1sc1nc[nH]c(=O)c12	?	3%	1%	-8%	9	?	16%	-5%	-20%	-2%	-5%
Cc1ccc(CC(=O)c2ccc(Cl)cc2)cc1	?	-5%	?	22%	1	2%	15%	?	4.8µM*	?	.
O=S(=O)(NCCCN1CCOCC1)c1ccc2c(c1)OCCO2	14%	-3%	-1%	11%	11	25%	12%	.	-5%	1%	6%
CC(CC(=O)Nc1ccc(F)cc1F)S(=O)(=O)c1ccc2c(c1)NC(=O)CO2 (centres undefined)	-4%	.	-2%	0%	18	0%	18%	-3%	2%	-2%	.
Cc1ccc(CN(C(=O)C(F)(F)F)C(C(=O)NC2CCCCC2)c2ccco2)cc1 (centres undefined)	-17%	0%	-4%	-2%	-5	8%	5%	6%	0%	-2%	-15%

Reformatted: 4 of the compounds above.
SMILES,ELG1 repair inh,PKM2 activator,NPC1 prom act,VP16 counter,KCNH2 3.1 inh,Mito fusion yeast,RORgamma inh,MBNL1 CUG block,FLuc counter,Rab9 promoter act,Menin MLL FP TR
CC(CC(=O)Nc1ccc(F)cc1F)S(=O)(=O)c1ccc2c(c1)NC(=O)CO2 (centres undefined),-4%,.,-2%,0%,18,0%,18%,-3%,2%,-2%,.
CC(=O)c1cccc(OCC(O)CNCCOc2ccc(C)cc2)c1 (centres undefined),2%,-12%,0%,2%,-3,-4%,5%,-5%,0%,-1%,-14%
COC(/C(=N/O)c1ccc(Cl)cc1)c1ccccc1 (centres undefined),?,.,17%,4.5µM*,16,-30%,5.6µM*,0%,?,1%,?
O=C(CN(Cc1ccccc1Cl)C(=O)c1csnn1)NC1CCCC1,2%,.,-2%,-6%,-2,1%,8%,0%,1%,-3%,.

(cont.)
SMILES	ELG1 repair inh	PKM2 activator	NPC1 prom act	VP16 counter	KCNH2 3.1 inh	Mito fusion yeast	RORgamma inh	MBNL1 CUG block	FLuc counter	Rab9 promoter act	Menin MLL FP TR
O=C(OCc1cc(=O)oc2cc(O)ccc12)c1cc(S(=O)(=O)N2CCOCC2)ccc1F	?	.	-6%	.	-2	10%	.	.	3%	0%	.
CC(C)CCN1CCN(Cc2cccc(C(F)(F)F)c2)CC1CCO (centres undefined)	3%	1%	-2%	-1%	2	8%	-3%	?	3%	-1%	?
Nc1c(C(=O)NCCN2CCOCC2)c2nc3ccccc3nc2n1CCc1ccccc1F	?	-3%	-1%	?	3	-4%	-29%	?	4%	-2%	18%
Cc1cc2cc(OCC(=O)O)ccc2n1C	12%	0%	-1%	-3%	13	-4%	33%	6%	-14%	1%	9%
Cc1ccc(C(=O)OCC(=O)N(C)c2c(N)n(Cc3ccccc3)c(=O)[nH]c2=O)s1	0%	.	-2%	.	-9	2%	.	.	-3%	-2%	.
CC(=O)Nc1ccc2nc(NC(=O)c3ccco3)sc2c1	?	-22%	1.4µM*	-25%	20	-7%	?	3%	11µM*	2µM*	-3%
CCN(CC)S(=O)(=O)c1ccc2oc(SCC(=O)NCc3ccccc3)nc2c1	?	-2%	-4%	15%	-8	0%	6%	-15%	-4%	1%	8%
CCOC(=O)C1CCN(S(=O)(=O)c2cccc(-c3cn4cccc(C)c4n3)c2)CC1	?	-2%	-1%	-2%	27	-1%	16%	-14%	?	-3%	-10%
CCOC(=O)c1cnc(-c2ccccc2)nc1Oc1ccc(Cl)c(Cl)c1	-3%	0%	-3%	4%	1	2%	-21%	-8%	8%	1%	.
O=C(O)c1ccc(Nc2ccc3nonc3c2[N+](=O)[O-])cc1	10%	7%	-5%	-5%	-4	3%	-15%[1.91 µM]	?	4%	6%	9%
CCOC(=O)c1c(C)[nH]c(C(=O)OCC(=O)N(CC(C)C)C2CCS(=O)(=O)C2)c1C (centres undefined)	19%	.	-2%	.	18	-1%	.	.	2%	-8%	.
CN1/C(=C\C(=O)c2cccc([N+](=O)[O-])c2)Sc2ccccc21	?	10%	1.3µM*	19%	2	3%	20%	20%	1.3µM*	2µM*	20%
Cc1ccccc1NS(=O)(=O)c1cc(C(=O)Nc2ccccc2-c2ccccc2)ccc1Cl	?	-11%	1%	-10%	-42	24%	?	-4%	2%	-4%	?
COc1ccc(Nc2nc3ccccc3c(=O)[nH]2)cc1	15%	-6%	-5%	-2%	40	-3%	20%	1%	-19%	4%	.
CCOC(=O)c1cnn(-c2c(Cc3ccccc3)c(C)nc3c(-c4ccccc4)c(C)nn23)c1N	-6%	1%	-6%	-11%	-4	-1%	11%	-1%	0%	0%	3%
CC(C)(C)NC(=O)COC(=O)C1c2ccccc2Oc2ccccc21	5%	3%	-3%	0%	-8	10%	2%	-2%	0%	-4%	-9%
CC1CCN(c2nc(CN3CCCCC3)nc3scc(-c4ccccc4)c23)CC1	-16%	3%	1%	22µM*	-25	-4%	10µM*	7%	3%	-10%	-18%
Cc1ccc(/C=C2\SC(=S)N(CC3CCCO3)C2=O)o1 (centres undefined)	-1%	?	17%	?	-2	-1%	13µM*	13%	21µM*	?	.
